CSN deneddyl inh – CSN deneddylation inhibition. Q92905. Purified CSN, SCF-Nedd8-OG deneddylation, fluorescence polarization. inhibition, % at 12.5 µM. actives 0.38% (n = 360,000);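 active = pattern-corrected inhibition above about 35%, with an unprinted fluorescence ratio check between 0.5 and 1.5, limit read from the data, passing the limit was not always enough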;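 note: 0% = enzyme with substrate and 100% = substrate without enzyme; some results filed as inactive read as strong as hits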
Target sequence (Q92905 whole entry, looked up, one chain of several): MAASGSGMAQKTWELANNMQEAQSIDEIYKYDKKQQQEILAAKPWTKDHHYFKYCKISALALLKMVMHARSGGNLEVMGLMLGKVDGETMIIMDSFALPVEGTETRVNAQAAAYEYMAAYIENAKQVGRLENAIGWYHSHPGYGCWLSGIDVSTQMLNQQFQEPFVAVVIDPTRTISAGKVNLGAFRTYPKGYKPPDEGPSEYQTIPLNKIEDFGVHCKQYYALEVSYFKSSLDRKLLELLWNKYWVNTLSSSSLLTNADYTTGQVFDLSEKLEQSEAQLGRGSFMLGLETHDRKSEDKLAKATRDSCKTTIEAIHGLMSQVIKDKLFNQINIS
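Assay system: purified human Csn5 enzyme expressed in HEK293T cells; measure: % inhibition; also added: SCFSkp2-Nedd8OG substrate at 10 nM final; technique: fluorescence polarization; times: reaction 90 min, room temperature; medium: Tris buffer pH 7.5, NaCl, DTT, Tween-20, trehalose, ovalbumin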
LMPTP inh – blocks human LMPTP phosphatase; P24666; recombinant LMPTP-A, OMFP fluorogenic substrate, fluorescence intensity; inhibition, % at 20 µM; actives 0.22% (n = 360,000);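 active = compounds that cut the enzyme signal by at least half of the control window in the single-dose screen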;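 note: plate controls were DMSO wells with enzyme plus substrate for no effect and substrate without enzyme for full effect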
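Assay system: LMPTP-A phosphatase enzyme | Input: 0.625 nM enzyme | Also added: Fluorogenic phosphatase substrate OMFP at 400 µM final | Compound dosing: One test concentration per compound, 20 µM, with 3% DMSO overall | Schedule: 50 min enzyme reaction at room temperature, protected from light | Signal: Fluorescence intensity | Benchmarks: no-enzyme and uninhibited controls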
SUMO1 PPI mod – alters human SUMO1 binding to SIM partners; P63165; SUMO1 binding to a labelled peptide, TR-FRET, 1 h; inhibition, % at 20 µM; actives 0.33% (n = 360,000); AID 602429; in the data active = inhibition above about 37%
Target sequence (P63165 whole entry, looked up): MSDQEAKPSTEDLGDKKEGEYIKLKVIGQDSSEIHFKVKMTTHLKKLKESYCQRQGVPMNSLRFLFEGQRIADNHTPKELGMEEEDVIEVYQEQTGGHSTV
Rpn11 block – inhibitors of human proteasome Rpn11; O00487; human 26S proteasome, Ub4-pepOG fluorescence polarization; 20S core pre-blocked with epoxomicin; calls only at 20 µM; actives 0.59% (n = 360,000); AID 588493;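 active = inhibition at 20 µM, scaled to each plate's controls, above about 33%, limit read from the data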
DNMT1 block – inhibitors of human DNMT1. P26358. DNMT1 molecular beacon, Hinp1I cleavage, fluorescence. inhibition (reported as % activation of signal), % at 10 µM. actives 0.83% (n = 360,000); in the data active = inhibition above about 50%
Tb MetRS inh – Trypanosoma brucei MetRS inhibition | purified T. brucei MetRS, ATP depletion, Kinase-Glo luminescence | inhibition, % at 11.9 µM | actives 0.4% (n = 360,000) | AID 624268;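 active = inhibition above a per-plate cutoff of the control wells' mean inhibition plus 3 SD, cut at about 5.5% in these data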;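 note: 0% = DMSO wells median and 100% = median of wells with control inhibitor compound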
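Material: parasite MetRS enzyme / Replication: singlicate, one well per compound / Signal: luminescence of leftover ATP / Schedule: 2 h aminoacylation at 25 °C after 15 min preincubation / Medium: HEPES-MgCl2-KCl buffer plus DTT, spermine, BSA, pyrophosphatase / Doses: 11.9 µM single point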
Scp1 inh – Scp-1 (human) phosphatase inhibition. AID 493091. actives 0.88% (n = 340,000). inhibition, % at 20 µM. Recombinant Scp1, phosphopeptide, malachite green phosphate absorbance;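 active = inhibition above about 50% at 20 µM, limit read from the data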;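 note: plate controls were DMSO wells with enzyme for no effect and wells lacking enzyme for full effect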
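Test system: SCP-1 catalytic domain; Buffer or medium: Acidic Tris acetate buffer with magnesium and detergent; Also added: Phosphorylated 17-residue peptide substrate; Compound: single 20 µM dose, 1% DMSO; Schedule: enzyme reaction 45 min at room temperature, colour 5 min, stabilisation 30 min; Signal: Phosphate-binding colour reagent, absorbance read at 630 nm.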
NadD block – NadD (S. aureus) enzyme inhibition | purified NadD enzyme, colorimetric absorbance read-out | inhibition, % at 20 µM | actives 0.78% (n = 360,000) | AID 602399; in the data active = inhibition above about 26%; note: some compounds past the cut are filed as inactive
MLLE-PAM2 inh – blocks PAM2 peptide binding to the PABP1 MLLE domain; AID 588489; actives 0.36% (n = 360,000); P11940; GST-MLLE / FITC-PAM2 fluorescence polarization; inhibition, % at 20 µM; in the data active = inhibition above about 35%, passing the limit was not always enough;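 note: plate controls were DMSO wells with GST-MLLE for no effect and wells lacking GST-MLLE protein for full effect; some results filed as inactive read as strong as hits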
STEP inh – inhibitors of human striatal-enriched phosphatase STEP; recombinant STEP, OMFP fluorogenic substrate, fluorescence; inhibition, % at 20 µM; actives 0.25% (n = 360,000);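 active = inhibition at 20 µM, scaled per plate between control wells, above about 37%, limit read from the data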;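 note: 0% = DMSO with enzyme and substrate and 100% = substrate only without enzyme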
Target sequence (P54829 whole entry, looked up): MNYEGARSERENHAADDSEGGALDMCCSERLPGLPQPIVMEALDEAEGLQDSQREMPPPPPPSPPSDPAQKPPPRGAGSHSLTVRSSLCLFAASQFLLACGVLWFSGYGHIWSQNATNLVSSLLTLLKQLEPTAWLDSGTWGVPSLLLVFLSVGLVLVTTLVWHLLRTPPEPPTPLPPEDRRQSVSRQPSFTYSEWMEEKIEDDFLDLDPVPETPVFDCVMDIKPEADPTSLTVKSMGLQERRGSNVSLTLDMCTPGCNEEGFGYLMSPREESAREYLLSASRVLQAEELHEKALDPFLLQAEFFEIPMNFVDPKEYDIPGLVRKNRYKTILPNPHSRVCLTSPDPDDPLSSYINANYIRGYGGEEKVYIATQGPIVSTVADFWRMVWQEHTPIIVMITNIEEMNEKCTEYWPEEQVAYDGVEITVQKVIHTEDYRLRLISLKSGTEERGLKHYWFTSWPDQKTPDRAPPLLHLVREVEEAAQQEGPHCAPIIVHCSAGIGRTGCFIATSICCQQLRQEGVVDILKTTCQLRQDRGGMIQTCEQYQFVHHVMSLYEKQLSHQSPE
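Material: STEP (striatal-enriched tyrosine phosphatase) enzyme, cell-free; Compound dosing: 20 µM single dose in 1% DMSO; Technique: fluorescence read at 480 nm ex / 540 nm em; Times: reaction 20 min, ambient temperature; Medium: 50 mM Bis-Tris pH 6.0 with 2.5 mM DTT and 0.005% Tween 20; Also added: OMFP at 25 µM.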
* marks the source's active call; other numbers are inactive results; i = inactive; · = not tested or not shown.

CSN deneddyl inh | LMPTP inh | SUMO1 PPI mod | Rpn11 block | DNMT1 block | Tb MetRS inh | Scp1 inh | SMILES | NadD block | MLLE-PAM2 inh | STEP inh
-8 | -0.1 | 1 | i | 0 | 0.1 | -6 | O=C(COC(=O)CC1SC(N2CCCC2)=NC1=O)Nc1ccc(Br)cc1 (stereo not given) | -4 | -4 | 2
-6 | -0.7 | 3 | i | 6 | -0.6 | 8 | N#Cc1ccc(OC(=O)c2cnccn2)cc1 | -5 | -3 | -2
6 | -2.1 | 4 | i | 4 | 0.4 | -4 | COc1ccccc1-c1c(C)oc2c(CN3CCN(C)CC3)c(O)ccc2c1=O | -2 | 7 | -3
-2 | -0.9 | 4 | i | 2 | 0.6 | · | C[C@H]1CCCCO[C@H](CN(C)CC2CCCCC2)[C@@H](C)CN([C@@H](C)CO)C(=O)c2cc(NS(=O)(=O)c3ccccc3)ccc2O1 | -3 | -15 | 0
-16 | 2.6 | 5 | i | -2 | 9.3* | 4 | COc1cccc(CC(Cc2nc3ccccc3[nH]2)c2nc3ccccc3[nH]2)c1 (stereo not given) | 4 | -9 | -1
4 | -1.7 | 1 | i | 3 | -0.1 | -10 | O=C(NCC1CCCO1)C1CC1(c1ccccc1)c1ccccc1 (stereo not given) | 3 | 1 | -1
1 | -0.9 | -3 | i | -10 | -0.9 | -2 | COc1cccc(NC(=O)CN2CCN(S(=O)(=O)c3ccc(C(C)C)cc3)CC2)c1 | -4 | 7 | 3
-2 | -0.5 | -3 | i | -7 | 3.8 | -5 | C/C(=N\NC(=O)CCCOc1ccc(Cl)cc1C)c1ccc(C)o1 | -3 | 8 | -1
1 | 0.2 | 4 | i | -1 | 0.4 | 26 | O=C(Nc1ccc(-n2ccc(C(F)(F)F)n2)cc1)c1cccs1 | -7 | 7 | 4
-5 | 11 | -8 | i | -2 | -0.7 | -5 | CCOC(=O)c1ccc(N2C(=O)CC(Nc3ccc(O)cc3)C2=O)cc1 (stereo not given) | 1 | -11 | -1
-1 | -0.9 | -1 | i | 2 | -0.6 | -7 | COc1ccc(Cl)cc1NC(=O)Nn1cnnc1 | -1 | -8 | 2
-3 | 0.9 | -6 | i | -4 | -0.3 | -5 | COc1ccccc1/C=C/C=N/n1c(-c2n[nH]c3c2CCC3)n[nH]c1=S | 20 | -37 | 3
-3 | -1.7 | 3 | i | 1 | -0.3 | · | COCCNC(=O)C1(C)CCN(C(=O)c2cc(C)n(C(C)(C)C)n2)C1 (stereo not given) | 4 | -11 | 6
2 | -0.3 | -16 | i | 2 | 2.2 | -10 | Cc1cc([N+](=O)[O-])nn1CC(=O)NC(C)c1ccccc1 (stereo not given) | -4 | 2 | 0
-7 | -0.4 | -14 | i | 1 | -1.1 | 5 | CCOc1ccc2c(c1)c(N=O)c(O)n2C | 5 | -3 | -1
-2 | -0.2 | -2 | i | 4 | -0.4 | -2 | COc1cc(CCCN2C(N)=NC[C@@H]2c2ccccc2)cc(OC)c1OC | -9 | 3 | -1
-1 | 0.5 | -3 | i | -6 | -0.6 | -10 | O=C(NC1CCCC1)C(c1cccs1)N(Cc1ccco1)C(=O)Cn1nnc(-c2cccs2)n1 (stereo not given) | -6 | -3 | 0
-2 | -4.9 | -2 | i | 3 | -0.7 | -6 | COCCNC(=O)C(C)N(c1ccc(Oc2ccccc2)cc1)S(C)(=O)=O (stereo not given) | 1 | 1 | -1
-2 | -1.2 | -10 | i | -3 | -0.6 | -6 | COc1ccc(C2C=C(c3ccc(Br)cc3)Nc3nc(N4C(=O)CCC4=O)nn32)cc1 (stereo not given) | 12 | 41 | 25
0 | 1.4 | -25 | i | -4 | 1.1 | -7 | O=C(NNC(=S)Nc1ccc(Cl)c(Cl)c1)c1cccc([N+](=O)[O-])c1 | 7 | 38 | 4
12 | 4.3 | 2 | i | -1 | -0.3 | -6 | CCCSc1ccc([C@@H]2[C@H]3C(=O)N(CC)C(=O)[C@H]3[C@]3(C(=O)OC)CCCCN23)cc1 | 8 | -17 | 5
6 | -2.3 | -1 | i | 5 | -0.4 | -3 | N#CC(c1ccc(Cl)cc1)c1ccc(Cl)nn1 (stereo not given) | -3 | 1 | 12
3 | -2.6 | -26 | i | -13 | -0.3 | · | OCCN1CCN(c2cc(-c3ccc4ccccc4c3)nc3ccnn23)CC1 | -2 | -5 | 0
-2 | -2.0 | 2 | i | -7 | -0.8 | -6 | COc1ccc(S(=O)(=O)N(C)C)cc1NC(=O)Cc1c[nH]c2ccccc12 | 1 | -8 | 0
-4 | -9.3 | -6 | i | 5 | -0.8 | · | CC1=C(C(=O)N(C)C)CC(CC(=O)NCCCN(C)C)C(=O)N1Cc1ccccc1 (stereo not given) | -2 | 3 | -1
-9 | 6.2 | -3 | i | -10 | -0.7 | -12 | CCOc1ccc2nc(SCCNS(=O)(=O)c3ccccc3)sc2c1 | -1 | -1 | -1
5 | 0.8 | 3 | i | -1 | -0.2 | -3 | CCOC(=O)C1=C(C)N(C)C(C)=C(C(=O)OCC)C1c1cccnc1 | 2 | 4 | -4
-14 | 0.8 | 13 | i | 0 | -0.2 | -5 | Cc1ccccc1S(=O)(=O)c1cc2ccccc2nc1N | 2 | -11 | 0
0 | -1.4 | -3 | i | 0 | -1.2 | 19 | CCCC(=O)Nc1ccc(NC(=O)C2CC2)cn1 | 8 | 4 | -9
4 | -0.8 | 3 | i | 6 | -0.6 | -3 | Cc1nn(-c2ccc(F)cc2)c(Cl)c1/C=C/C(=O)OCC(=O)Nc1c(F)c(F)c(F)c(F)c1F | 1 | -10 | 0
5 | 4.3 | 7 | i | 21 | -0.1 | 9 | O=C(Nc1nnc(C2CC2)s1)C1Cc2ccccc2CN1S(=O)(=O)c1cccs1 (stereo not given) | 21 | 1 | -1
2 | 0.0 | 2 | i | -4 | -0.5 | -7 | COc1ccc(OC)c(C2=NO[C@@H]3C(=O)N(c4cc(Cl)ccc4OC)C(=O)[C@H]23)c1 | 2 | -1 | 1
0 | -1.7 | 1 | i | 2 | 0.1 | 0 | O=C(CCNS(=O)(=O)c1ccc(Br)cc1)NC1CCN(Cc2ccccc2)CC1 | -9 | 0 | 0
-2 | 0.2 | 0 | i | 4 | -0.1 | -12 | C/C(=N\NC(=O)c1cccnc1)c1ccccc1 | -1 | 1 | 0
1 | 2.1 | -31 | i | -9 | -0.1 | 3 | CC(C)[n+]1ccn(C2=C([O-])c3ccccc3C(=O)/C2=N\S(=O)(=O)c2ccccc2)c1 | 4 | 10 | 2
4 | 0.3 | 9 | i | 1 | -0.3 | -3 | O=C(c1ccccc1F)N1CCCc2ccccc21 | 0 | -3 | 1
-9 | -1.5 | -3 | i | -3 | -0.8 | -9 | CC1(C)CC(=O)C=C(C(=O)N2CCCC(C(=O)c3cccc(Cl)c3)C2)O1 (stereo not given) | -9 | -25 | 0
1 | -0.1 | -1 | i | 6 | -0.4 | -14 | O=C(Nc1ccccc1)c1ccsc1 | 0 | 23 | 0
5 | -1.1 | -1 | i | 2 | -0.9 | 6 | CC1CCN(Cc2c(C(=O)O)nnn2-c2nonc2N)CC1 | -1 | -1 | -2
3 | 0.1 | -7 | i | -2 | 0.2 | -7 | CCNc1nc(NCC)nc(N(C)/N=C/c2ccco2)n1 | -1 | -2 | 0
-1 | -3.5 | 2 | i | 1 | 0.7 | -5 | S=C(NCCN1CCCCC1)Nc1ccc(Br)cc1 | -10 | 9 | 0
-4 | -1.6 | 2 | i | 4 | 0.6 | -5 | CN1CCN(c2nc3c(c(=O)[nH]c(=O)n3C)n2CCSc2nc3ccccc3s2)CC1 | 1 | 1 | 1
1 | -0.1 | 3 | i | -4 | -0.4 | -12 | O=C(NCCc1ccccc1)C(=O)NCC1OCCN1S(=O)(=O)c1ccc2c(c1)OCCO2 (stereo not given) | -2 | 1 | -2
4 | -0.1 | -34 | i | -1 | -0.3 | -3 | CCn1cc([N+](=O)[O-])c(C(=O)Nc2ccc3c(c2)OCCO3)n1 | -4 | -7 | -4
2 | 1.8 | 7 | i | -2 | 0.1 | 8 | C=CCSc1nnc(-c2cc3c(-c4ccccc4)nn(C)c3s2)n1C | 1 | -121 | 5
1 | 0.9 | 6 | i | -1 | 0.3 | -1 | CC(=O)Nc1ccc(S(=O)(=O)N2CCN(C(=O)c3ncoc3-c3ccc(F)cc3)CC2)cc1 | 2 | -5 | 1
8 | 0.2 | 0 | i | 3 | -0.2 | -3 | COc1ccc(S(=O)(=O)NCC2(N3CCOCC3)CCCCC2)cc1OC | 0 | -5 | 0
2 | -2.3 | 0 | i | -2 | -0.6 | -3 | COc1ccc(CNCCC2(Cc3ccccc3)CC(C)N(C)CC2C)cc1OC (stereo not given) | 2 | 2 | 1
4 | -1.1 | 4 | i | 2 | 0.1 | -10 | Cc1onc(-c2c(Cl)cccc2Cl)c1C(=O)NCCCN1CCOCC1 | -2 | 3 | 4
-1 | 1.2 | 1 | i | -9 | -0.5 | -15 | Cc1ccc(C(=O)Nc2ccc(S(=O)(=O)N3CCc4ccccc43)cc2)o1 | -10 | 5 | 0
1 | -0.7 | -3 | i | 0 | -0.8 | 1 | C=CCn1nc(-c2ccccc2)c2c(C)onc2c1=O | -2 | -8 | 0
0 | 0.5 | 1 | i | -2 | -0.3 | -1 | CC1CCN(c2nc3c(c(=O)n(C)c(=O)n3C)n2Cc2ccccc2)CC1 | -5 | -7 | 1

A different layout for part of the listing above:
CSN deneddyl inh	LMPTP inh	SUMO1 PPI mod	Rpn11 block	DNMT1 block	Tb MetRS inh	Scp1 inh	NadD block	MLLE-PAM2 inh	STEP inh	structure
2	-2.3	0	i	-2	-0.6	-3	2	2	1	COc1ccc(CNCCC2(Cc3ccccc3)CC(C)N(C)CC2C)cc1OC (stereo not given)
4	-1.1	4	i	2	0.1	-10	-2	3	4	Cc1onc(-c2c(Cl)cccc2Cl)c1C(=O)NCCCN1CCOCC1
-1	1.2	1	i	-9	-0.5	-15	-10	5	0	Cc1ccc(C(=O)Nc2ccc(S(=O)(=O)N3CCc4ccccc43)cc2)o1
1	-0.7	-3	i	0	-0.8	1	-2	-8	0	C=CCn1nc(-c2ccccc2)c2c(C)onc2c1=O
